BL2 CD40 inh: CD40 pathway inhibition in BL2 cells; inhibition, % at 10 µM; BL2 NF-kB luciferase reporter, CD40L-induced, 4 h; 0.94% of 83,000 active;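 active = mean inhibition of at least 50% with a set share of replicates also reaching that level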;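 also: 0% = neutral control wells and 100% = IKK inhibitor VII at 50 µM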
* hit, by the source's call; & = joins results of further samples; [ ] = remark or other dose. These rows are one share of the data. The share of hits here may be higher or lower than overall.

BL2 CD40 inh | Molecule
-2 | Cc1ccc(-c2cc(C(=O)OCC(=O)N(C)c3c(N)n(Cc4ccccc4)c(=O)[nH]c3=O)c3ccccc3n2)o1
-2[25 µM] | C[C@@H]1CN([C@@H](C)CO)C(=O)c2cc(-c3ccccc3F)cnc2O[C@H]1CN(C)C(=O)C1CCCCC1
-61 | O=C(Cn1nnc(-c2ccc(OCc3ccccc3F)cc2)n1)N1CCOCC1
3 | Cc1ccc(S(=O)(=O)NNC(=O)CCC(=O)Nc2ccccc2)cc1
3 | CN(Cc1ccco1)C(=O)C1CCN(c2nnc(-n3cccc3)s2)CC1
10 | CN(C(=O)Cn1cccc1C1=NC(c2ccccc2)CO1)c1ccccc1 (stereo not drawn)
15[25 µM] | O=C(C[C@H]1C[C@@H]2c3cc(NC(=O)Nc4ccc(C(F)(F)F)cc4)ccc3O[C@@H]2[C@@H](CO)O1)NCc1cccnc1
5 | Cc1ccc(NC(=O)c2ccc3c(c2)OCO3)cc1S(=O)(=O)N1CCOCC1
-3 | CCc1ccc(NC(=O)CSc2n[nH]c(=O)n2C2CC2)cc1
-5[25 µM] | CN1C(=O)c2cc(NC(=O)C3CCOCC3)ccc2OC[C@H]2O[C@@H](CC(=O)NCC3CCCCC3)CC[C@H]21
-89 | [O-]/[N+](=C\C=C\c1ccccc1)c1ccccc1
0[25 µM] | Cc1noc(C)c1NC(=O)Nc1ccc2c(c1)CC(=O)N([C@H](C)CO)C[C@H](C)[C@@H](CN(C)S(=O)(=O)c1cccs1)O2
-3 | CCCS(=O)(=O)NC(=O)C1(C)CCCN(C(=O)c2cc(-c3cccs3)oc2C)C1 (stereo not drawn)
10 | Cc1nn(C)c(C)c1NC(=O)COc1ccc(F)cc1Br
12 | O=C(c1ccc2c(c1)CCN2S(=O)(=O)c1ccccc1)N1CCN(c2ccccc2)CC1
24 | Cc1cc(/C=N/n2cnnc2)c(C)n1-c1ccc(OCc2ccc(F)cc2)cc1
-7[25 µM] | O=C(Nc1ccc(-c2ccccc2)cc1)[C@@H]1[C@@H](CO)[C@@H]2Cn3c(cccc3=O)[C@@H]2N1CC1CCOCC1
2 | COC(=O)c1c(N=CN(C)C)c(C#N)c2n1CCCC2
11 | CCOC(=O)C1=C(N)n2c(s/c(=C\c3ccco3)c2=O)=C(C(=O)OCC)C1c1ccco1 (stereo not drawn)
5 | CN(C)C(=O)c1c(C(F)(F)F)nn(C)c1Cl
-15 | CCOC(=O)c1ccccc1OC(=O)NNc1ccccc1
5 | O=C1CN(CC(=O)NC(=O)NCc2ccccc2)CCN1
8 | CSc1nnc(CNC(=O)C23CC4CC(CC(C4)C2)C3)n1Cc1ccccc1
-7[25 µM] | COc1ccc(C[C@@H]2CCc3cnnn3COCCNC2=O)cc1
11 | Cc1ccc(S(=O)(=O)N(C)C[C@@H]2OCCCC[C@H](C)Oc3ccc(NS(=O)(=O)c4ccc(F)cc4)cc3C(=O)N([C@H](C)CO)C[C@H]2C)cc1
10 | Cn1c(=O)c2c(n3cnnc13)-c1ccccc1CC21CCCC1
7 | CN(C)S(=O)(=O)CC12CCC(CC1=O)C2(C)C (stereo not drawn)
7 | CCN1CCN(c2ccc(S(=O)(=O)N3CCCCC3)cc2NC(=O)c2ccc(OC(F)F)cc2)CC1
-9 | Cc1onc(-c2ccccc2Cl)c1C(=O)Nc1cccc(S(=O)(=O)N2CCOCC2)c1
-2 | OCCC1CN(Cc2cccn2-c2cccnc2)CCN1Cc1ccccc1 (stereo not drawn)
15 | COC(=O)c1ccc2c(=O)[nH]c(COC(=O)c3[nH]c(C)c(C(C)=O)c3C)nc2c1
-2 | Cc1cc(C)cc(C(=O)NCC(=O)OCC(=O)N2CCCCC2)c1
9 | O=C(COc1ncnc2ccccc12)N1CCN(c2ccccc2)CC1
0 | COc1ccccc1N(CC(=O)Nc1cccnc1)S(C)(=O)=O
15[25 µM] | O=C(c1cccc(F)c1)N1C[C@@H]2[C@H](c3ccccc31)[C@H](CO)N2C(=O)c1ccccn1
-1 | Cc1nnc(-c2cnn(C)c2N)n1Cc1ccccc1
5 | Cc1cc(C(=O)NCc2cccnc2)cs1
10 | Cc1ccc(C(=O)NCC(=O)OCC(=O)Nc2ccc(Cl)cn2)cc1
2[25 µM] | CCNC(=O)[C@H]1[C@H](CO)[C@H]2Cn3c(ccc(-c4ccccc4)c3=O)[C@H]2N1CC
1 | COCCCNC1CS(=O)(=O)CC1O (stereo not drawn)
4 | Cc1cccc(N(CC(N)=O)S(C)(=O)=O)c1C
5 | O=C(NCc1ccccn1)C1CCN(Cc2cnn(-c3ccccc3)c2-n2cccc2)CC1
-21 | CC1CCc2c(sc(NC(=O)CN3CCN(C(=O)c4ccco4)CC3)c2C#N)C1 (stereo not drawn)
6 | O=C(c1ccco1)N1CCN(c2cc(C(F)(F)F)nc3ncnn23)CC1
5 | COc1ccc(-c2cc(=O)oc3cc(OC(C)C(=O)O)ccc23)cc1 (stereo not drawn)
5 | O=C(O)C(O)Cc1c[nH]c2ccccc12 (stereo not drawn)
7 | CCCc1nnc(NC(=O)CCCC(=O)O)s1
-10[25 µM] | CN1c2ccc(Br)cc2[C@@H]2[C@@H](CCN2C(=O)Nc2cccc(F)c2)[C@@H]1CO
0 | CCN(C(=O)CSc1nnc(-c2ccccc2Cl)n1N)c1c(N)n(Cc2ccccc2)c(=O)[nH]c1=O
12 | O=C(Nc1cccc(S(=O)(=O)c2cccc(NC(=O)C3CC3)c2)c1)C1CC1
-72 | Cc1oc2c(O)c(O)ccc2c(=O)c1-c1ccccc1
-3 | O=C(N[C@@H]1CC[C@@H](CCn2cc(C3CCCC3)nn2)O[C@H]1CO)c1cccnc1
-3 | CC(C)(C)N=C1NN=C(c2cc3ccccc3o2)CS1
-8 | CSc1ccc(/C=C/C(=O)OCC(=O)N2CCCCCC2)cc1
-45 | O=C(Nc1ccc(Cl)cc1F)c1ccc(-n2cncn2)cc1
6 | Cc1ccc(S(=O)(=O)NC2CCCCCC2)cc1
24 | Cc1ccc(-c2nn3c(C)nnc3s2)cc1NC(=O)c1ccco1
5 | CCOc1ccc(CCNC(=O)c2cccc(S(=O)(=O)N3CC(C)OC(C)C3)c2)cc1OCC (stereo not drawn)
-56 | COc1ccc(C(=O)COC(=O)C(O)c2ccccc2)c(OC)c1 (stereo not drawn)
3 | Cn1c(CSc2ncccn2)nnc1SCC(=O)N1CCCCCC1

16 entries from above, as tab-separated lines.
SMILES	BL2 CD40 inh
COc1ccc(-c2cc(=O)oc3cc(OC(C)C(=O)O)ccc23)cc1 (stereo not drawn)	5
O=C(O)C(O)Cc1c[nH]c2ccccc12 (stereo not drawn)	5
CCCc1nnc(NC(=O)CCCC(=O)O)s1	7
CN1c2ccc(Br)cc2[C@@H]2[C@@H](CCN2C(=O)Nc2cccc(F)c2)[C@@H]1CO	-10[25 µM]
CCN(C(=O)CSc1nnc(-c2ccccc2Cl)n1N)c1c(N)n(Cc2ccccc2)c(=O)[nH]c1=O	0
O=C(Nc1cccc(S(=O)(=O)c2cccc(NC(=O)C3CC3)c2)c1)C1CC1	12
Cc1oc2c(O)c(O)ccc2c(=O)c1-c1ccccc1	-72
O=C(N[C@@H]1CC[C@@H](CCn2cc(C3CCCC3)nn2)O[C@H]1CO)c1cccnc1	-3
CC(C)(C)N=C1NN=C(c2cc3ccccc3o2)CS1	-3
CSc1ccc(/C=C/C(=O)OCC(=O)N2CCCCCC2)cc1	-8
O=C(Nc1ccc(Cl)cc1F)c1ccc(-n2cncn2)cc1	-45
Cc1ccc(S(=O)(=O)NC2CCCCCC2)cc1	6
Cc1ccc(-c2nn3c(C)nnc3s2)cc1NC(=O)c1ccco1	24
CCOc1ccc(CCNC(=O)c2cccc(S(=O)(=O)N3CC(C)OC(C)C3)c2)cc1OCC (stereo not drawn)	5
COc1ccc(C(=O)COC(=O)C(O)c2ccccc2)c(OC)c1 (stereo not drawn)	-56
Cn1c(CSc2ncccn2)nnc1SCC(=O)N1CCCCCC1	3

Remaining list, next part
BL2 CD40 inh | Molecule
2 | CCOC(=O)c1cnc2c(OC)cccc2c1Oc1ccccc1
0 | CN1C(=O)c2cc(NC(=O)C3CCCCC3)ccc2OC[C@H]2O[C@@H](CC(=O)NC3CCCC3)CC[C@H]21
12 | Cc1ccc(C)c(C(C)NC(=O)CC#N)c1 (stereo not drawn)
11 | O=C(CCn1nnc2ccccc2c1=O)N[C@@H](Cc1ccccc1)C(=O)O
-10 | FC(F)C(F)(F)Oc1cccc(Nc2nccn3c(-c4cccc5cccnc45)cnc23)c1
21 | c1ccc(C2=Nn3c(nnc3-c3ccncc3)SC2)cc1
-1 | CCCCn1c(N)c(N(Cc2ccccc2OC)C(=O)C(C)Oc2ccc(F)cc2)c(=O)[nH]c1=O (stereo not drawn)
-7[25 µM] | O=C(C[C@@H]1C[C@@H]2c3cc(NC(=O)c4ccc5c(c4)OCO5)ccc3O[C@@H]2[C@H](CO)O1)NCc1ccccn1
-37 | CCOc1ccc(Nc2oc(-c3ccco3)nc2C#N)cc1
2[25 µM] | O=C(C[C@H]1CC[C@H]2[C@@H](COC[C@@H](O)CN2C(=O)Nc2cc(Cl)cc(Cl)c2)O1)N1CCOCC1
-71 | O=C(Nc1ccc2c(c1)OCO2)Oc1ccccc1
-2[25 µM] | CCCN1C[C@@H](C)[C@H](OC)CN(C)C(=O)c2ccc(NS(=O)(=O)c3cn(C)cn3)cc2OC[C@@H]1C
3 | CC1CCc2onc(C(=O)O)c2C1 (stereo not drawn)
7 | CCC1Sc2ccccc2N(CC(=O)NCCC2=CCCCC2)C1=O (stereo not drawn)
1 | Cc1cc(-c2ccc(C)c(S(=O)(=O)N3CCN(C(=O)c4ccco4)CC3)c2)on1
2[25 µM] | CCCC#Cc1ccc2c(c1)O[C@@H](CN(C)C(=O)CC)[C@@H](C)CN([C@@H](C)CO)S2(=O)=O
1 | CCOC(=O)C1CCCN(C(=O)c2cc(F)cc(F)c2)CC1 (stereo not drawn)
9[25 µM] | COc1ccc(S(=O)(=O)N2C[C@@H](O)COC[C@@H]3O[C@@H](CC(=O)N[C@H]4CCN(Cc5ccccc5)C4)CC[C@H]32)cc1
6 | O=C(CSc1nncs1)NC(=O)NCc1ccco1
-82 | COc1cccc(C(=O)OCC(=O)N2CCc3ccccc32)c1OC
-5[25 µM] | CCCNC(=O)[C@@H]1[C@@H](CO)[C@@H]2Cn3c(ccc(-c4ccccc4)c3=O)[C@H]1N2C(=O)Nc1ccccc1
-5&-2 | CN(C)C(=O)c1ccc(-c2ccc(C3[C@@H]4CN(C(=O)C5CCOCC5)C[C@H]3N4)cc2)cc1 (stereo partly drawn)
-11 | CC(CNc1ccc(Cl)cc1)(CNc1ccc(Cl)cc1)[N+](=O)[O-]
13 | CC1(C)CC(CCNS(=O)(=O)c2ccccc2)(c2ccccc2)CCO1 (stereo not drawn)
14 | O=C(C[n+]1ccccc1)N1CCCc2ccccc21
9 | CCOC(=O)c1csc(-n2nc(C)cc2C(F)(F)F)n1
-3 | Cc1ccc(C)c(NC(=O)COC(=O)c2cc3ccccc3oc2=O)c1
-3[25 µM] | C[C@@H]1CN([C@@H](C)CO)C(=O)c2cc(-c3cncnc3)cnc2O[C@@H]1CN(C)Cc1ccncc1
-9 | C[C@@H]1CN([C@H](C)CO)C(=O)c2cccc(NC(=O)Nc3ccccc3)c2O[C@H]1CN(C)C(=O)Nc1ccccc1
4 | CCC(=O)N(Cc1cc2ccccc2[nH]c1=O)C(C)C
0 | COc1ccc(C2CC(=O)Oc3c2c(=O)n(C)c2ccccc32)c(OC)c1OC (stereo not drawn)
-8 | CCOC(=O)CNC(=O)c1ccc(OCC(F)(F)F)cc1
-6[25 µM] | O=C(C1CC1)N1CC[C@H]2[C@H](CO)Nc3ccc(Br)cc3[C@H]21
9 | COC(=O)c1ccc(CC(=O)c2ccc(O)cc2O)o1
-3 | N#C[C@@H]1[C@@H](c2ccc(/C=C/c3ccccc3)cc2)[C@@H](CO)N1C(=O)C1CCCCC1
-2 | CC1Cn2c(nnc2-c2cc3ccccc3cc2O)S1 (stereo not drawn)
-4[25 µM] | N#C[C@H]1[C@@H](c2ccc(-c3ccccc3F)cc2)[C@H](CO)N1C(=O)Cc1ccccc1
13 | COc1cc(OC)nc(NC(=O)CN2CCN(c3ccc(F)cc3)CC2)n1
3 | Cn1c(=O)c2sccc2n2c(CCCC(=O)N3CCN(c4ccccn4)CC3)nnc12
-4 | Cc1ccc(NC(=O)NCCCN2CCOCC2)cc1
1 | Cc1cccc(C)c1NC(=O)CNC(=O)CNC(=O)c1ccc2ccccc2c1
6 | CNCc1cc(Cl)cc(OC)c1OC(C)C
-5 | N#C[C@@H]1[C@H](c2ccc(-c3ccccc3F)cc2)[C@@H](CO)N1C(=O)c1ccccn1
5 | O=C(COC(=O)c1ccccc1NS(=O)(=O)c1cccs1)NC1CCCCC1
10[25 µM] | CN1C[C@@H]2[C@H](c3ccccc31)[C@@H](CO)N2C(=O)Nc1ccccc1Cl
7 | CSC1=NC2(CCCCC2)C2=C(CCCC2)N1
3 | Cc1cc(C)n2nc(C(=O)OCC(=O)N(CCC#N)c3ccc(F)cc3)nc2n1
-30 | O=C(COc1ccc(Br)cc1Cl)NC(=O)Nc1ccc2c(c1)OCCO2
4[25 µM] | O=S(=O)(c1ccccc1)N1CCCCN2[C@H](CO)[C@@H](c3ccc(C#CC4CCCC4)cc3)[C@H]2C1
5 | CCN1CCN(S(=O)(=O)c2ccc(Cl)c(C(=O)N(C)CCOc3ccc(Cl)cc3)c2)CC1
7 | CSc1nc(Cc2ccccc2)cc(=O)[nH]1
-4 | CCn1ccc(C(=O)Nc2ccsc2C(=O)OC)n1
13 | COc1cc(C(=O)Nc2nnc(C3CC3)s2)ccc1OCc1c(C)noc1C
-7&-4 | Cn1cnc(S(=O)(=O)N2[C@@H]3CNC[C@H]2C3c2ccc(-c3ccccc3)cc2)c1 (stereo partly drawn)
9 | CCOCc1[nH]c(=S)[nH]c(=O)c1Cc1ccc(OC(C)C)cc1
11 | CCOC(=O)C1(CC2CC2)CCN(Cc2cnc(-c3ccc(OC)cc3)nc2)CC1
6 | c1coc(CSCc2cn3cccnc3n2)c1
0 | COc1ccc(C2C(C(=O)NCc3ccccn3)c3ccccc3C(=O)N2C)cc1OC (stereo not drawn)
13 | O=C(OCCN1CCCCC1)C1(c2ccccc2)CCCC1
-4[25 µM] | CN1c2ccc(Br)cc2[C@@H]2[C@@H](CCN2C(=O)c2ccc(F)cc2)[C@@H]1CO

From PubChem BioAssay
